Screening results: PubChem, several laboratories
KOR beta-arrestin-1: KOR agonists, beta-arrestin recruitment, primary screen, cell-based, luminescence, uHTS (AID 1777); KOR beta-arrestin recruitment, luminescence; higher % means a stronger effect; one-dose activation, % at 10 µM; EC50 in µM for titrated hits; 0.02% of 280,000 active; in the data active = activation above about 50%, passing the limit was not always enough; also: a part of the inactive calls stands beside numbers as strong as those of hits
West Nile antiviral: West Nile virus antiviral activity, cell-based, CPE readout (AID 1621); West Nile virus-infected cells, CPE inhibition; higher % means a stronger effect; one-dose CPE inhibition, % at 10 µM; IC50 in µM for titrated hits; 0.02% of 290,000 active; in the data active = a potency from the dose series; inconclusive = CPE inhibition mostly from about 3.7% at the one dose, without a potency; inactive = the rest, 99 in 100 with CPE inhibition below about 2.2%; also: strong numbers were not always called active
NOD2 inhibition: inhibition of NOD2-driven NF-kB reporter – cell-based, luminescence, uHTS, HEK293 (AID 1566) | HEK293 NOD2/NF-kB luciferase reporter, luminescence; higher % means a stronger effect | inhibition, % at 4 µM, or EC50 in µM where a hit was titrated | 0.63% of 290,000 active; also: many of its hits are not listed in these tables
KOR beta-arrestin-2: kappa opioid receptor blockers – cell-based, luminescence, uHTS (AID 1778); KOR beta-arrestin recruitment, luminescence, antagonist mode; higher % means a stronger effect; inhibition, % at 10 µM, or IC50 in µM where a hit was titrated; 0.091% of 290,000 active; also: strong numbers were not always called active
NOD1 NF-kB reporter: inhibition of NOD1-driven NF-kB reporter – cell-based, luminescence, uHTS, primary screen (AID 1578). NOD1-driven NF-kB luciferase reporter cells, luminescence; higher % means a stronger effect. one-dose inhibition, % at 4 µM; EC50 in µM for titrated hits. 1% of 290,000 active; in the data active = inhibition mostly above about 36%, no sharp cut-off; inactive = mostly below about 34%;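 also: HEK-293T reporter cells stimulated with the NOD1 agonist gamma-tri-DAP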
Dengue-2 NS5 capping: flavivirus cap methylation enzyme inhibition – biochemical, confirmation dose response, primary screen (AID 588689). Dengue-2 NS5 methyltransferase capping enzyme assay, biochemical; higher % means a stronger effect. 0.3% of 340,000 active. inhibition, % at 25 µM, or IC50 in µM where a hit was titrated; in the data active = a potency from the dose series; inconclusive = inhibition above about 29% without an active follow-up result
AID2073: inhibitors of Mint1-CaV2.2 protein interaction, biochemical, HTRF (AID 2073); one-dose inhibition, % at 20 µM; IC50 in µM for titrated hits; 0.19% of 290,000 active; HTRF protein-protein interaction, Mint1-CaV2.2; higher % means a stronger effect; in the data active = inhibition mostly above about 51%, no sharp cut-off; inconclusive = no clear call, values can overlap the other calls; inactive = mostly below about 53%; also: some results filed as inactive read as strong as hits
Yfh1-depleted yeast: mitochondrial function rescue without frataxin homolog – Friedreich's ataxia, plus single-dose screen, dose response (AID 1465); 0.074% of 220,000 active; S. cerevisiae Yfh1-off respiration, WST-1 reduction, 72 h; higher fold induction means a stronger effect; one-dose fold induction at 50 µM; EC50 in µM for titrated hits;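 active = fold induction of absorbance versus untreated yeast above a set limit, then at least 30% activation at any dose in follow-up; inconclusive = repeats straddling the limit, or above it without dose testing; inactive = fold induction below the set limit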;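 also: activators that raise dye reduction in frataxin-depleted yeast; strong numbers were not always called active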
HIV peptide binding: inhibitors of HIV fusion peptide binding, primary screen, biochemical, uHTS, fluorescence dequenching (AID 1986); cell-free peptide binding, fluorescence dequenching, 30 min; higher % means a stronger effect; one-dose inhibition, % at 20 µM; IC50 in µM for titrated hits; 0.3% of 290,000 active; in the data active = inhibition mostly above about 52%, no sharp cut-off; inactive = mostly below about 76%; also: some results filed as inactive read as strong as hits
Numbers without * were called inactive; i = inactive; ? = inconclusive; . = no result given; [ ] = dose if it differs, or a comment. Rule as the data show it, unless noted: active = inhibition above about 50%; inactive = the rest. Not all compounds are listed; count on the stated rates, not on these rows.

SMILES	KOR beta-arrestin-1	West Nile antiviral	NOD2 inhibition	KOR beta-arrestin-2	NOD1 NF-kB reporter	Dengue-2 NS5 capping	AID2073	Yfh1-depleted yeast	HIV peptide binding
CCOC(=O)c1ccc(N(CC(=O)NCC2CCCO2)C(=O)CCC(=O)Nc2cc(C)on2)cc1 (configuration not stated)	1.9%	-0.3%	16%	-32%	-38%	-2%	13%	.	1.5%
CCc1nc2ccc(C(=O)NCc3ccc(C)o3)cc2nc1CC	-2.5%	0.3%	19%	4%	-13%	-5%	2%	.	-0.4%
COCCN(C(=O)CSc1nc2ccccc2c(=O)n1CCOC)c1c(N)n(Cc2ccccc2)c(=O)[nH]c1=O	5.7%	0.1%	8%	-38%	-16%	-4%	-16%	i	-0.5%
O=C(NCc1ccco1)C1Cc2cc(Cl)ccc2O1 (configuration not stated)	0.6%	-0.3%	2%	-42%	-57%	-8%	13%	.	-1.2%
O=C(CSCc1ccccc1)Nc1cccc(C(=O)Nc2ccc(C(=O)O)cc2)c1	0.4%	.	2%	-38%	-6%	-4%	1%	.	7.7%
CC1=Nc2ccccc2/C1=C/c1c(N)n2c(S(=O)(=O)CC(C)C)nsc2nc1=O	-2.5%	-0.2%	15%	17%	-27%	27%	26%	i	78%
Cc1ccc(C(=O)Nc2ccn(Cc3ccc(F)cc3)n2)o1	-1.8%	-0.5%	-37%	-16%	-38%	-1%	5%	i	2.3%
CCCCOc1cccc(-c2nnc(N)s2)c1	-1.6%	0.6%	4%	-6%	-18%	-4%	24%	i	1.9%
Cc1cc(C)c2c(c1)NC(=O)C2(O)CC(=O)c1cccs1 (configuration not stated)	-0.8%	-0.1%	14%	-31%	-15%	1%	-1%	.	-0.7%
COc1ccc(N(CC(=O)N/N=C(\C)c2cccs2)S(=O)(=O)c2ccccc2)cc1Cl	6.4%	-0.1%	-14%	-30%	-13%	.	-1%	i	-0.8%
c1ccc(-c2nccc(-c3ccco3)n2)nc1	-7.5%	-0.2%	-17%	-28%[20 µM]	-20%	0%	-1%	i	1.1%
CCOC(=O)C1CCN(C(=O)c2ccc3c(SCC(=O)O)c4c(nc3c2)CCCC4)CC1	-1.4%	0.0%	11%	-25%	9%	2%	-1%	i	-0.5%

Limited to KOR beta-arrestin-1 and HIV peptide binding, for 3 of the compounds above:
molecule | KOR beta-arrestin-1 | HIV peptide binding
Cc1ccc(C(=O)Nc2ccn(Cc3ccc(F)cc3)n2)o1 | -1.8% | 2.3%
CCCCOc1cccc(-c2nnc(N)s2)c1 | -1.6% | 1.9%
CC1=Nc2ccccc2/C1=C/c1c(N)n2c(S(=O)(=O)CC(C)C)nsc2nc1=O | -2.5% | 78%

Following part:
SMILES	KOR beta-arrestin-1	West Nile antiviral	NOD2 inhibition	KOR beta-arrestin-2	NOD1 NF-kB reporter	Dengue-2 NS5 capping	AID2073	Yfh1-depleted yeast	HIV peptide binding
CC(C)CC(=O)Nc1nc2ccc(S(C)(=O)=O)cc2s1	.	-0.1%	-20%	25%[20 µM]	-30%	1%	-15%	i	0.8%
O=C(O)CN(c1ccccc1)C1SC(=O)NC1=O (configuration not stated)	1.8%	0.0%	4%	-9%	-4%	-4%	-2%	i	2.0%
CCCCOC(=O)c1ccc(NC(=O)Nc2ccc(OC)c(OC)c2)cc1	-2.8%	0.4%	14%	6%	-10%	0%	-6%	i	-1.6%
O=[N+]([O-])c1ncn(C23CC4CC(CC(C4)C2)C3)n1	-3.1%	0.7%	21%	18%	10%	2%	-7%	i	-0.4%
O=C(CN1CCCCCC1)Nc1cccc2c1OCO2	3.9%	-0.2%	5%	-1%	3%	-5%	-2%	i	-1.5%
CCOc1ccccc1C(=O)N1CCC(n2nnc3cc(C(F)(F)F)ccc32)CC1	-0.9%	-0.7%	5%	-34%	-5%	-7%	-6%	i	-3.3%
COC(=O)CCC(=O)NNC(=O)CCC(=O)Nc1cccc(Cl)c1C	-2.1%	0.3%	8%	-2%	-29%	-2%	2%	i	0.0%
COc1ccc(CCNC(=O)CC(Cc2ccc(C)cc2)C(=O)O)cc1OC (configuration not stated)	-0.9%	-0.1%	14%	13%	-8%	2%	8%	.	1.5%
O=C(O)Cc1sc(-c2ccccc2)nc1-c1ccccc1	-0.2%	-0.7%	1%	-10%	-10%	-2%	0%	i	3.2%
CC(=O)Nc1cccc(NC(=S)Nc2cccc(Cl)c2Cl)c1	-12%	-0.3%	11%	-38%[20 µM]	-22%	-6%	-1%	i	0.6%
O=S1(=O)CCN2C(c3cccc4ccccc34)=CSC2=N1	-2.0%	-0.7%	8%	-15%	-36%	2%	-7%	i	1.9%
COCc1ccc(CN2CCC(C(=O)Nc3cccc(-c4cccc(Cl)c4)c3)CC2)o1	0.0%	1.2%	-2%	-34%	3%	-6%	-3%	.	-0.9%
O=C(O)CN1C(=O)SC(Nc2ccccc2)C1=O (configuration not stated)	-1.9%	-0.6%	-1%	8%	-34%	-6%	6%	i	3.0%
O=C(c1cccc(F)c1)N1CCC(N2CCCCCC2)CC1	-5.4%	-0.1%	11%	-18%	7%	-3%	-7%	i	0.7%
c1ccc(OCCN2C3=NCCN3c3ccccc32)cc1	-2.4%	-0.1%	-3%	4%	-16%	-5%	6%	i	2.3%
Cc1cc(C)n2cc(CSc3nnnn3C)nc2n1	2.1%	0.0%	-15%	7%	-11%	12%	3%	i	0.7%
O=C(CC(Nc1ccccc1Cl)C(=O)OCC(=O)c1cccs1)c1ccccc1 (configuration not stated)	6.4%	-0.5%	-84%	1%	5%	-10%	1%	i	0.3%
O=S(=O)(c1ccc2nc(Cc3cccc(C(F)(F)F)c3)[nH]c2c1)N1CCOCC1	-0.3%	-0.8%	-1%	27%	-20%	1%	-1%	i	-0.9%
COc1ccccc1/C=C(\C)C(=O)c1c(C)cc(C)[nH]c1=O	-1.4%	-0.9%	7%	4%	-2%	-4%	10%	.	0.1%
Cc1cccc(OCC(O)Cn2c(=N)n(Cc3ccccc3)c3ccccc32)c1 (configuration not stated)	3.6%	-1.5%	-9%	-38%	-12%	2%	-1%	i	-1.4%
Cc1csc(NC(=O)CSc2nncc(=O)n2N)n1	-3.2%	-1.0%	1%	-8%	-14%	-5%	2%	i	-3.0%
COc1cccc(C(=O)CN2C(=O)C(C)(C)Oc3ccc(C(=O)N4CCOCC4)cc32)c1	-2.1%	-0.4%	19%	27%	2%	-4%	6%	.	0.2%
Cc1ccc(OC(C)C(=O)Nc2ccc(C)c(S(=O)(=O)Nc3ccc(C)cc3C)c2)cc1 (configuration not stated)	15%	-1.3%	-3%	-6%	-6%	-6%	6%	i	1.9%
N#C/C(=C\c1ccco1)C(=O)NCC1CCCO1 (configuration not stated)	3.7%	0.0%	-3%	16%	-27%	-4%	8%	i	1.9%

Random excerpt: two records from the list
SMILES	KOR beta-arrestin-1	West Nile antiviral	NOD2 inhibition	KOR beta-arrestin-2	NOD1 NF-kB reporter	Dengue-2 NS5 capping	AID2073	Yfh1-depleted yeast	HIV peptide binding
O=S(=O)(c1ccc2nc(Cc3cccc(C(F)(F)F)c3)[nH]c2c1)N1CCOCC1	-0.3%	-0.8%	-1%	27%	-20%	1%	-1%	i	-0.9%
COc1ccccc1/C=C(\C)C(=O)c1c(C)cc(C)[nH]c1=O	-1.4%	-0.9%	7%	4%	-2%	-4%	10%	.	0.1%

The listing continues:
SMILES	KOR beta-arrestin-1	West Nile antiviral	NOD2 inhibition	KOR beta-arrestin-2	NOD1 NF-kB reporter	Dengue-2 NS5 capping	AID2073	Yfh1-depleted yeast	HIV peptide binding
Cc1ccc(-c2nc3ncccn3c2Nc2ccccc2C)o1	-3.5%	-0.9%	4%	-2%	-20%	5%	42%	i	-1.7%
CC(C)COc1nc2c(c(=O)n(C)c(=O)n2C)n1C	-0.7%	-0.5%	8%	6%	-1%	-9%	8%	i	-0.2%
O=C(Nc1ccc2c(c1)OCCO2)c1ccc(Cl)c(S(=O)(=O)N2CCCCC2)c1	1.8%	0.8%	24%	-21%	26%	-2%	6%	i	-1.5%
O=C(c1ccc2c3c(cccc13)CC2)C1CCCN(Cc2cccnc2)C1 (configuration not stated)	4.3%	-1.9%	2%	-30%[20 µM]	-16%	-9%	18%	i	0.5%
C=CCn1c(SCC(=O)Nc2ccccc2OC)nc(O)c(CC)c1=O	-2.9%	0.9%	6%	-7%	1%	-3%	-2%	i	4.4%
CC(C)c1ccc(NC(=O)NC2CC3CCC(C2)N3Cc2cccs2)cc1 (configuration not stated)	-2.6%	-1.4%	11%	-11%	-16%	-3%	-3%	i	3.0%
Cc1cccn2c(CN(C)CCC3CCCCO3)c(C(=O)N3CCCCC3)nc12 (configuration not stated)	-0.6%	-0.7%	-21%	2%	7%	-11%	19%	i	-2.9%
O=C(CN(C(=O)CCC(=O)Nc1nccs1)c1cccc(F)c1)NCc1ccc2c(c1)OCO2	-2.9%	-0.5%	5%	-4%	-22%	0%	0%	.	-1.4%
COc1ccc(CNS(=O)(=O)c2ccc(-c3cnc(C4CC4)o3)cc2)cc1	9.4%	-0.5%	46%	-30%	22%	-8%	8%	.	0.3%
COc1ccc(NC(=O)Nc2ccc3c(c2)N(C)C(=O)CS3)cc1Cl	-0.8%	0.1%	26%	-10%	40%	-17%	10%	i	0.9%
CN(C(=O)COc1ccc([N+](=O)[O-])cc1)C1CCS(=O)(=O)C1 (configuration not stated)	2.2%	0.3%	0%	-5%	-31%	.	24%	i	1.5%
Cn1c(SCC(=O)N2CCCC2=O)nnc1-c1ccccc1F	-5.2%	-0.1%	5%	12%	-10%	1%	8%	i	0.0%
O=C1CCCN1c1ccc(CNS(=O)(=O)c2ccc(F)cc2)cc1	3.3%	0.3%	4%	-14%	.	-5%	-3%	i	0.5%
Cc1cc2c(OCC(O)CNCc3ccco3)cccc2[nH]1 (configuration not stated)	0.5%	-1.0%	10%	18%	-12%	-9%	?	.	-1.5%
NS(=O)(=O)c1ccc(CCNC(=O)Cc2ccccc2[N+](=O)[O-])cc1	-1.3%	-0.1%	-14%	-27%[20 µM]	-18%	-6%	5%	i	-0.8%
O=C(NCc1ccccn1)C1CCN(Cc2cccc(OCc3ccccc3)c2)CC1	-2.4%	-0.9%	3%	9%	-5%	-11%	-4%	i	3.5%
CCOc1ccc(-c2cc(C(=O)N/N=C/c3cccnc3)c3ccccc3n2)cc1	-0.8%	0.1%	-109%	-118%	-84%	-3%	26%	.	3.0%
CC(=O)c1c(N2CCCC2)nc(=S)n(-c2ccccc2)c1C	0.9%	0.3%	-5%	-5%	0%	-3%	-4%	i	-1.2%
CCOC(=O)C1(Cc2cccc(F)c2)CCN(C(=O)COC)CC1	2.4%	0.1%	19%	21%	-7%	2%	3%	i	-1.6%
COc1cccc(-n2c(CN3CCN(c4cccc(C)c4)C(C)C3)nc3ccc([N+](=O)[O-])cc3c2=O)c1 (configuration not stated)	2.7%	-0.7%	-2%	10%	-15%	-2%	-1%	i	2.2%
CC1(C)C(N(O)C(=O)Nc2ccccc2)N(c2cccc(Cl)c2)C(=O)N1O (configuration not stated)	3.0%	-0.3%	-20%	-43%	-20%	-5%	1%	i	-1.1%
O=C(C1CCN(Cc2ccc(F)cc2)CC1)N(CCO)Cc1ccccc1	1.7%	0.1%	-16%	1%	-23%	-7%	6%	i	-1.0%
COc1ccccc1CNC(=O)c1ccc(CS(=O)(=O)c2ccccc2C)o1	13%	-0.1%	8%	-1%	-3%	0%	5%	.	-2.2%
